CIT2 TOR yeast: modulators of TOR pathway CIT2-GFP in S. cerevisiae; S. cerevisiae CIT2-GFP strain, flow cytometry, 3 h; 100 means same as DMSO wells; GFP response vs DMSO, % at 10 µM; actives 0.065% (n = 320,000); AID 2029;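 active means GFP response relative to DMSO above a set limit, near the screen mean plus 3 SD, cut at about 150% in these data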;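 further: ratio of well median GFP fluorescence to mean of DMSO wells on the plate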
AGP1-GFP MLPCN: alters AGP1-GFP fluorescence in TOR pathway yeast screen; S. cerevisiae AGP1-GFP multiplex flow cytometry, 3 h; GFP as percent of DMSO wells; GFP response vs DMSO, % at 10 µM; actives 0.02% (n = 320,000); AID 2066;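 active means GFP response relative to DMSO above a set limit, near screen average plus 3 SD, cut at about 150% in these data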;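 further: median GFP channel fluorescence of the gated AGP1 strain per well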
RPL19A-GFP yeast: yeast TOR pathway RPL19A-GFP modulation. S. cerevisiae RPL19A-GFP strain, flow cytometry, 3 h; active compounds read low. AID 2025. percent response vs DMSO, % at 10 µM. actives 0.3% (n = 330,000);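 active means percent response vs DMSO below 50%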;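 further: median channel GFP fluorescence of the barcoded RPL19A-GFP strain; ratio of sample median GFP to plate DMSO average so 100% = DMSO; lower means less RPL19A-GFP as with rapamycin TOR inhibition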
MEP2 TOR yeast: yeast TOR pathway MEP2-GFP modulation. actives 0.51% (n = 330,000). GFP response vs DMSO, % at 10 µM. S. cerevisiae MEP2-GFP strain, flow cytometry GFP, 3 h; 100% = DMSO control level;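 active means GFP response versus DMSO above a set limit, roughly screen mean plus 3 SD, cut at about 180% in these data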;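 further: median GFP fluorescence of the barcode-gated MEP2-GFP cells per well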
GASC-1 inh: human JMJD2C demethylase inhibition. Q9H3R0. GST-JMJD2C(1-420) H3K9me3 demethylation, DELFIA europium. inhibition, % at 2.35 µM. actives 0.069% (n = 330,000). AID 2099;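 active means more than half of a compound's replicate wells show inhibition beyond 50%, single wells judged on their own value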;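 further: signal counts dimethyl H3K9 product captured on neutravidin plate; 0% = median of DMSO wells and 100% = 0.3 times that DMSO median; strong numbers were not always called active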
Target sequence (Q9H3R0 1-420 limits assumed): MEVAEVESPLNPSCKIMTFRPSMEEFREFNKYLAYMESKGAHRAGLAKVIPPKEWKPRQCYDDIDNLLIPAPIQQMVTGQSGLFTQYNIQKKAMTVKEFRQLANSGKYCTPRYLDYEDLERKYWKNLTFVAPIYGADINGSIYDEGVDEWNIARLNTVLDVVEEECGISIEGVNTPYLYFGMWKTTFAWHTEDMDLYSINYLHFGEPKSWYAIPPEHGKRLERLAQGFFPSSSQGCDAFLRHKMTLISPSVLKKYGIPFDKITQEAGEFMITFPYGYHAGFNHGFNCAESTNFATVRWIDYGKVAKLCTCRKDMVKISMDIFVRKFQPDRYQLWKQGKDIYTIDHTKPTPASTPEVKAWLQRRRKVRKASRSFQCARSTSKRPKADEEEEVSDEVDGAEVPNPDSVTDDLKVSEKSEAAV
VLA-4 inh: inhibition in a human VLA-4 binding assay. P13612. VLA-4 expressing cells, ligand binding flow cytometry. inhibition, % (about 7 µM as worked out from the volumes in the protocol). actives 0.2% (n = 330,000); in the data active means inhibition above about 50%
LAP4 TOR yeast: yeast TOR pathway LAP4-GFP modulation | GFP response vs DMSO, % at 10 µM | S. cerevisiae LAP4-GFP multiplex, flow cytometry GFP, 3 h; median GFP as percent of DMSO wells | AID 2023 | actives 0.34% (n = 320,000);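 active means GFP response vs DMSO above a set limit, about the screen mean plus 3 SD, cut at about 150% in these data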
GRK2 inh: inhibitors of human GRK2 displacing RNA aptamer; P25098; bead flow cytometry, FAM-aptamer displacement from GRK2; inhibition of aptamer binding, % at 10 µM; actives 0.59% (n = 330,000); AID 488847;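 active means inhibition of aptamer binding above 40%, roughly 3 SD of noise, on plates passing a quality check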;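 further: median bead fluorescence of bound FAM aptamer so fluorescent compounds give negative values; no value below 0 was filed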
The depositor's hits bear a star; · = not tested or not shown; & = joins results of further samples. No enrichment for hits. About 1.7% of those tested had a hit in this group.

Under each structure – CIT2 TOR yeast	AGP1-GFP MLPCN	RPL19A-GFP yeast	MEP2 TOR yeast	GASC-1 inh	VLA-4 inh	LAP4 TOR yeast	GRK2 inh
Clc1ccccc1-c1nc(N/N=C/c2cccnc2)c2ccccc2n1
    86	80	84	82	-9	-9	78	3
Cc1ccc(C)c(N(CC(=O)NCc2ccc3c(c2)OCO3)C(=O)CCC(=O)Nc2ccccn2)c1
    97	110	104	107	38&5	7	102	1
N#CC1=C(N)SC2(CCCCC2)SC1c1ccccc1 (stereo unspecified)
    96	96	·	98	-9	3	98	0
CSc1ccc(/C=N/NC(=O)CN2CCN(Cc3ccc(C)cc3)CC2)cc1
    103	111	95	117	-9	9	125	3
NC(=S)N/N=C/c1ccc(C23CC4CC(CC(C4)C2)C3)cc1
    103	99	99	103	-12	2	123	2
Cc1cc(C)c2[nH]c(=O)c(CN(Cc3cccnc3)C(=S)NCCCN(C)C)cc2c1
    93	97	97	97	12	3	100	2
CCSc1nnc(NC(=O)[C@H](C)NC(=O)c2ccccc2Cl)s1
    105	106	101	102	5	-2	104	1
CCCCn1nnnc1NCc1cc(OC)c(OC)cc1OC
    100	98	92	96	7	2	94	0
O=C(/C=C/c1ccco1)Oc1ccc(C(=S)N2CCOCC2)cc1
    115	109	101	105	-9	0	119	15
Cc1ccc(NC(=O)c2ccc(Cl)cc2[N+](=O)[O-])nc1
    110	102	104	113	6	10	96	2
O=S(=O)(c1ccc2ccccc2c1)N1CCCCC1
    95	107	103	110	4	-6	116	2
Cc1ccc(CNC(=O)Nc2ccccc2)c(C)c1
    99	91	92	104	-8	-5	90	1
CCOc1ccc(N2CC(C(=O)N3CCCc4ccccc43)CC2=O)cc1 (stereo unspecified)
    82	86	93	91	2	6	73	0
CCCn1c(=O)c(C(=O)NCc2ccc(OC)c(OC)c2)c(O)c2ccccc21
    95	98	95	104	-4	14	92	1
Cc1c(CCOC(=O)c2cc([N+](=O)[O-])cc([N+](=O)[O-])c2)sc[n+]1CCCCS(=O)(=O)[O-]
    102	103	96	92	0	-4	98	2
CSCCC(NS(=O)(=O)c1cc(C(=O)O)ccc1Cl)C(=O)O (stereo unspecified)
    97	82	96	64	-9	0	102	0
CCOc1ccc(NC(=O)CCc2ccc(C)o2)cc1
    100	100	99	97	87	8	99	0
COc1cc(NC(=O)COC(=O)/C=C/c2c(C)nn(C3CCS(=O)(=O)C3)c2Cl)cc(OC)c1OC (stereo unspecified)
    100	102	100	104	8	19	106	2
CCOC(=O)c1cc2c(ccn2C)n1CC(=O)N1CCC(Cc2ccccc2)CC1
    98	97	94	92	0	9	104	0
COc1cccc(-c2nc(CS(=O)(=O)CC(=O)Nc3ccc(F)cc3F)c(C)o2)c1
    103	101	100	101	4	-4	96	0
CCOC(=O)C1CCCN(c2c(NCCCN(C)c3ccccc3)c(=O)c2=O)C1 (stereo unspecified)
    105	106	103	102	-10	-15	104	2
COc1ccc(C)cc1NC(=O)CCC(=O)Nc1nnc(C2CCCCC2)s1
    111	109	101	126	0	16	93	2
CCOc1ccccc1N(C(=O)c1snc(C(N)=O)c1N)C(C(=O)NC1CCCC1)c1cccs1 (stereo unspecified)
    94	93	92	99	12	19	97	1
O=C(CCN1C(=O)/C(=C/c2ccccc2Cl)SC1=S)NCCc1ccc(O)cc1
    94	92	98	100	-5	7	83	0
COc1ccc(-c2nc(CSCC(=O)N3CCN(c4cccc(C)c4)C(C)C3)c(C)o2)cc1OC (stereo unspecified)
    99	100	94	103	-6	18	96	3
CC1CC(C)CN(C(=O)CSc2ncnc3sccc23)C1 (stereo unspecified)
    93	96	102	109	4	0	112	5
COCCn1c(SCC(=O)c2ccccc2)nc2ccccc2c1=O
    88	95	91	98	-1	15	117	0
COC(=O)c1cc(C(=O)Nc2nnc(CC(C)(C)C)s2)cc([N+](=O)[O-])c1
    97	98	99	103	-5	51*	101	0
Cc1c(NC(=O)c2ccccc2NC(=O)COc2ccccc2)cccc1C(=O)O
    101	102	105	95	4	-3	92	5
O=C(Nc1ccc2c(c1)OCCO2)c1ccc(S(=O)(=O)N2CCCCC2)cc1
    104	91	96	101	-11	-4	99	4
CCNC(=S)N/N=C/c1ccc(-c2ccccc2)o1
    95	88	102	88	-12	17	115	1
CC1(C)CC(=O)C(C(c2cc([N+](=O)[O-])ccc2Cl)C2C(=O)CC(C)(C)CC2=O)C(=O)C1
    105	102	98	93	3	-15	97	1
CCC(C)[C@H](NC(=O)C1CC(=O)N(c2ccc3c(c2)OCO3)C1)C(=O)NC1CCCCC1 (stereo partly specified)
    107	115	105	104	-1	14	106	3
CON(C)c1nc(OCCNC(=O)COc2ccc(Cl)cc2C)nc(N(C)C)n1
    107	100	101	101	18	6	·	2
O=C(CCc1ccccc1Cl)NC1CCCN(c2ccc(C(F)(F)F)cn2)C1 (stereo unspecified)
    99	98	99	116	-7	7	104	0
Fc1ccccc1CNc1nc(-c2cccnc2)nc2ccccc12
    96	99	99	105	7	-3	100	0
Cc1ccccc1CC(=O)N1CCCc2ccccc21
    97	103	100	101	2	-5	98	8
CNc1nc(SC)nc2ccsc12
    97	91	92	97	3	1	91	2
COc1cc(C2Nc3ccccc3C(=O)N2NS(C)(=O)=O)ccc1O (stereo unspecified)
    106	98	104	104	-9	4	98	0
COc1ccc(C(=O)CSc2nnc(CNC(=O)c3ccc(S(=O)(=O)N(C)C)cc3)o2)cc1
    101	100	99	96	17	-30	101	3
COC(=O)c1ccccc1NC(=O)Cn1c(=O)oc2ccc(Cl)cc21
    94	99	101	104	-4	11	98	0
CCOc1ccc(-c2noc(CCC(=O)NC)n2)cc1OCC
    95	93	98	106	-2	-2	91	4
COc1ccc(S(=O)(=O)n2nc(C)cc2C)cc1OC
    95	99	98	103	-2	15	105	0
CCCOc1ccccc1OCC(=O)Nc1ccc(S(=O)(=O)N2CCCC2)cc1
    102	111	109	100	-4	4	111	0
CCOc1ccc2c(c1)[nH]c(=S)n2C
    91	102	101	104	8	3	94	4
CCc1[nH]nc(C(=O)N2CCCC(N3CCN(c4ccccc4C)CC3)C2)c1C (stereo unspecified)
    111	102	99	108	5	14	104	1
c1ccc2nc(-c3ccc4c(c3)OCO4)ccc2c1
    96	94	100	102	1	31	105	2
Cc1cnc(NC(=O)CCNC(=O)c2ccccc2Cl)s1
    94	100	98	98	3	10	100	2
Cc1c(C(=O)C(C)C)n(C)c2ccccc12
    101	107	101	103	3	2	103	2
CCOC(=O)c1csc(COc2ccc(OC)cc2)n1
    89	104	96	103	3	-6	120	0
Cc1ccc(NC(=O)NCc2cccnc2)cc1C
    104	105	107	105	-2	-22	99	3
COc1ccc(Nc2nnc(-c3ccc(O)cc3)c3ccccc23)cc1
    90	96	98	97	-2	29	86	0
COc1ccc2nc(SCC(=O)Nc3ccc4sc(C)nc4c3)c(C#N)cc2c1
    106	100	101	96	-7	-7	83	0
COc1ccccc1CCn1cnc2c3cc(C)ccc3n(C)c2c1=O
    95	100	94	102	4	14	104	2
O=C(CSc1nncs1)NNC(=O)c1ccco1
    81	97	96	97	3	7	100	0
Cc1cccc(Nc2nnc(SC3CCOC3=O)s2)c1C (stereo unspecified)
    107	102	111	105	-10	17	106	1
O=C(CSC1=N/C(=C/c2ccc(Cl)c(Cl)c2)C(=O)N1c1ccccc1F)NC1CC1
    102	106	106	110	-13	10	93	0
Nc1ccccc1NC1=CC(=O)CC(c2ccccc2)C1 (stereo unspecified)
    101	108	109	96	-15	-7	104	0
Cc1ccc(-c2nc(-c3ccccn3)sc2CC(=O)O)cc1
    97	105	98	104	4	16	109	0
COc1ccc(CNC(=O)COC(=O)c2ccc(F)c(S(=O)(=O)N3CCOCC3)c2)cc1
    99	102	95	99	4	-6	103	0

Next part.
Under each structure – CIT2 TOR yeast	AGP1-GFP MLPCN	RPL19A-GFP yeast	MEP2 TOR yeast	GASC-1 inh	VLA-4 inh	LAP4 TOR yeast	GRK2 inh
CCOC(=O)N1CCC(N2Cc3cccc(C(=O)Nc4ccc(CC)cc4)c3C2=O)CC1
    89	101	100	99	-3	7	104	1
O=C1c2ccccc2C(Nc2ccc(S(=O)(=O)N3CCOCC3)cc2)N1c1ccccn1 (stereo unspecified)
    109	107	99	98	-6	-21	122	4
C(=N\n1cnnc1)/c1cccnc1
    93	101	100	101	7	8	103	2
COc1ccc(C(=O)O)cc1S(=O)(=O)N(C)C
    98	113	104	98	-6	1	112	2
Cc1cc(O)c(-c2cc(C(=O)NCCc3ccc(S(N)(=O)=O)cc3)[nH]n2)cc1C
    100	105	96	100	-3	-4	107	0
COC(=O)C1CCN(C(=O)c2ccc3oc(Cc4ccc(Cl)cc4)nc3c2)CC1
    98	109	94	97	0	10	109	0
COc1cccc(CNC(=O)C2CCN(S(=O)(=O)c3cccs3)CC2)c1
    87	93	94	91	-7	3	92	0

Assay outcomes from PubChem.
